CCR6 antagonist = CCR6 receptor antagonists, primary screen, cell-based, CHO-K1, luminescence, beta-arrestin, uHTS; actives 0.49% (n = 340,000); C-C chemokine receptor type 6 (Homo sapiens), P51684; AID 493098, 2011; CHO-K1 CCR6 PathHunter beta-arrestin, CCL20-stimulated; inhibition, % at 20 µM;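 active = compounds whose inhibition of the agonist-driven luminescence signal at 20 µM reaches about 50%, limit read from the data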;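 also: cells stimulated with CCL20 at 14 nM final; plate controls were DMSO with CCL20 for no effect and DMSO without agonist for full effect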
Target sequence (P51684 whole entry, looked up): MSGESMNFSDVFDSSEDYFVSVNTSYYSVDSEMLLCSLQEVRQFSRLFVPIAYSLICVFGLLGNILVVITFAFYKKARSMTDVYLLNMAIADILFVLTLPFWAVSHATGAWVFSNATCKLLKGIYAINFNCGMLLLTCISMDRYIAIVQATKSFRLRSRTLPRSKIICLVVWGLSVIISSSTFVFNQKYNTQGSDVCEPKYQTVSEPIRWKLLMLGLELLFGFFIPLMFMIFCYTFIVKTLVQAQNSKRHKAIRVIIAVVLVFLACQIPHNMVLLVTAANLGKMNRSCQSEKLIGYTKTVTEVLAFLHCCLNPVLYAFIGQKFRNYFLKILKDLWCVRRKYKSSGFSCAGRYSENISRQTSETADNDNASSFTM
CXCR6 inh = CXCR6 receptor inhibitors, primary screen, cell-based, beta-arrestin, luminescence, CHO-K1 PathHunter, 1536-well | actives 0.36% (n = 360,000) | C-X-C chemokine receptor type 6 (Homo sapiens), O00574 | inhibition, % at 20 µM; in the data active = inhibition above about 34%, passing the limit was not always enough;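 also: antagonist mode with CXCL16 agonist at 10 nM final; 0% = 10 nM CXCL16 with DMSO and 100% = unstimulated wells without agonist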
Target sequence (O00574 whole entry, looked up): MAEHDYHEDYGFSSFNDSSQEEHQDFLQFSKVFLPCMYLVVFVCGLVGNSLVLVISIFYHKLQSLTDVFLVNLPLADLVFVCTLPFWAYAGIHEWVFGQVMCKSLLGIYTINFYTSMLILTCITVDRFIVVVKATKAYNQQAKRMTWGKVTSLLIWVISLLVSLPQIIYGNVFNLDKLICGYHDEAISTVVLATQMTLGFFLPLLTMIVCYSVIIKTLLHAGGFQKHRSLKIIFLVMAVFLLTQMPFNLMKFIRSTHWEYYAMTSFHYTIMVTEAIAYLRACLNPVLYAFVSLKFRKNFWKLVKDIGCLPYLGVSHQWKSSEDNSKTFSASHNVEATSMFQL
tim23-1 inh = growth inhibitors of tim23-1 mutant yeast, primary screen, luminescence, uHTS | S. cerevisiae tim23-1 growth, BacTiter-Glo luminescence, 24 h | inhibition, % at 20 µM | actives 1.3% (n = 330,000) | AID 463212, 2010;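 active = growth inhibition of the mutant yeast at or above 50%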;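 also: temperature-sensitive mutant grown at 25 °C; plate controls were DMSO-treated mutant yeast for no effect and medium wells lacking yeast for full effect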
UPR XBP1 act = activators of adaptive XBP1 UPR arm, primary screen, cell-based, CHO-XBP1 luciferase reporter, luminescence, uHTS. IRE1-XBP1 UPR activation; percent of tunicamycin response, DMSO as zero. activation, % at 20 µM. actives 0.33% (n = 330,000). AID 463104, 2010;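 active = versus positive control, 20 µM dose yields 30% or more activation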;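 also: 100% = tunicamycin at 10 µg/mL and 0% = DMSO only wells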
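Signal: luciferase luminescence; Assay system: CHO-XBP1 luciferase reporter cells; Amount: one thousand reporter cells per well; Dosing: 20 µM single concentration, DMSO 1%; Benchmarks: high control tunicamycin 10 µg/mL final, low control DMSO vehicle only; Schedule: 6 h compound exposure at 37 °C, 5% CO2; Evaluation: percent activation relative to tunicamycin reference.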
APJ antagonist = antagonists of human apelin receptor APJ, primary screen, CHO-K1 cells, beta-arrestin complementation, luminescence; P35414; inhibition, % at 20 µM; actives 0.32% (n = 330,000); AID 2521, 2010;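 active = inhibition above about 40% at 20 µM, limit read from the data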;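 also: cells challenged with 10 nM apelin-13 agonist together with compound; plate controls were apelin-13 plus DMSO wells for no effect and DMSO wells lacking apelin-13 for full effect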
CHOP UPR activ = activators of apoptotic CHOP UPR arm, primary screen, cell-based, CHO-CHOP luciferase reporter, luminescence, uHTS | UPR activation; percent of tunicamycin response over DMSO baseline | activation, % at 10 µM | actives 0.34% (n = 330,000) | AID 449763, 2010;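 active = at 10 µM dose, activation of 40% or more, normalized to positive control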;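 also: 100% = tunicamycin at 10 µg/mL and 0% = DMSO alone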
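System: CHO-CHOP luciferase reporter cell line; amount: 500 cells/well; buffer or medium: F12 medium containing 10% fetal bovine serum; incubation: 6 h compound exposure at 37 °C after overnight seeding; measured by: luciferase luminescence after 10 min with Steady-Glo reagent; evaluation: % reporter activation, DMSO baseline versus tunicamycin full activation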
Mdm2-MdmX inh = inhibitors of human Mdm2-MdmX association, primary screen, cell-based, luminescence, split luciferase, SaOS-2, uHTS; Protein Mdm4 (Homo sapiens) + E3 ubiquitin-protein ligase Mdm2 (Homo sapiens), …; SaOS-2 split-luciferase Mdm2/MdmX complementation; inhibition, % at 8 µM; actives 3% (n = 330,000);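 active = inhibition of at least 50% at 8 µM in the primary screen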
EBI2 block = EBI2 receptor antagonists, beta-arrestin recruitment, primary screen, cell-based, luminescence, 7a,25-OHC stimulation, uHTS. G-protein coupled receptor 183 (Homo sapiens), P32249. 7a,25-OHC stimulated. inhibition, % at 5 µM. actives 0.81% (n = 360,000); in the data active = inhibition above about 38%;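 also: enzyme fragment complementation signal reports receptor beta-arrestin coupling in cells; 0% = agonist plus DMSO wells and 100% = wells without agonist; some results beyond the cut were filed as inactive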
Target sequence (P32249 whole entry, looked up, the tested form may be a part): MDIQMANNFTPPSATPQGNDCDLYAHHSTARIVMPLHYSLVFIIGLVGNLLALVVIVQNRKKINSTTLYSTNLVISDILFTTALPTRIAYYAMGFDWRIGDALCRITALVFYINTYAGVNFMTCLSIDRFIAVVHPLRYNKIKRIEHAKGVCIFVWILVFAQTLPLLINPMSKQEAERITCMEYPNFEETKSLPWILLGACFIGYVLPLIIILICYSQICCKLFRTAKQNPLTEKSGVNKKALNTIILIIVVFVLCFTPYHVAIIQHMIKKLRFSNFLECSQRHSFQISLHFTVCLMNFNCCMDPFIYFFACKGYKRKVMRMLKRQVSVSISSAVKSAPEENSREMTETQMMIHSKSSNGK
APJ ag = agonists of human apelin receptor APJ, primary screen, CHO-K1 cells, PathHunter beta-arrestin, luminescence | 0% DMSO wells, 100% apelin | activation, % at 20 µM | actives 0.11% (n = 330,000) | AID 2520, 2010;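 active = activation more than six SD over the plate average, tested at 20 µM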;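 also: 0% = DMSO alone and 100% = apelin-13 at 10 nM; some results filed as inactive read as strong as hits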
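Assay system: CHO-K1 APJ beta-arrestin complementation cell line / Compound: single test compound dose, 20 µM final, 1% DMSO / Times: overnight seeding, 90 min compound at 25 °C, 1 h detection / Technique: beta-gal luminescence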
* = called active by the depositor.

entry	Structure	CCR6 antagonist	CXCR6 inh	tim23-1 inh	UPR XBP1 act	APJ antagonist
1	CC1CN(C(=S)Nc2ccc(Cl)cc2)CC(C)O1 (stereo unspecified)	0	1	10	-3	4
2	CC(=O)Nc1nc(C)c(Oc2ccc(C)cc2)c(=O)[nH]1	3	-13	3	-5	3
3	CCOC(=O)CN(C(=O)CNC(=O)c1cccs1)C(C(=O)NC1CCCC1)c1cccnc1 (stereo unspecified)	-3	4	6	-1	12
4	O=C1C2C3c4ccccc4C(c4ccccc43)C2C(=O)N1c1cccnc1 (stereo unspecified)	4	-3	34	0	3
5	O=C(Nc1ccn(Cc2ccc(Cl)cc2)n1)c1ccc2c(c1)OCO2	-4	2	59*	2	7
6	COc1ccc(-n2c(=O)[nH]c3cc(C(=O)NCCc4ccc(Cl)cc4)ccc3c2=O)cc1OC	8	6	0	-2	18
7	Cc1c(Cl)c([N+](=O)[O-])nn1CCCC(=O)Nc1sc2c(c1C(N)=O)CCC(C)C2 (stereo unspecified)	17	-5	4	-1	0
8	O=S(=O)(c1ccc2ccccc2c1)N(CC(O)COCc1ccco1)c1ccccc1 (stereo unspecified)	19	-1	34	-2	-14
9	CC(=O)c1ccc(OC(C)C(=O)NC2CCCCC2C)cc1 (stereo unspecified)	6	7	18	-1	5
10	CN(NC(=O)CN1C(=O)c2ccccc2C1=O)C1=NS(=O)(=O)c2ccccc21	-1	3	2	2	5
11	COC(=O)/C=C1\S/C(=N/NC(=O)c2ccccc2)NC1=O	3	-5	2	1	-9
12	CCC(C)NS(=O)(=O)c1ccc(NS(C)(=O)=O)cc1 (stereo unspecified)	15	-4	-7	1	-23

entry	CHOP UPR activ	Mdm2-MdmX inh	EBI2 block	APJ ag
1	3.1	18	-14	-2
2	-0.3	14	-5	0
3	-0.6	-5	-1	1
4	-1.5	-17	-10	0
5	-2.1	-1	5	-4
6	2.0	34	1	0
7	1.6	-6	3	-1
8	-0.6	-4	8	-5
9	-0.1	12	0	-5
10	-1.0	33	-23	3
11	0.2	15	6	7
12	-0.2	4	-3	-7

(more compounds)
entry	Structure	CCR6 antagonist	CXCR6 inh	tim23-1 inh	UPR XBP1 act	APJ antagonist
13	Cc1ccc(C2C(C(=O)O)c3ccccc3C(=O)N2C)o1 (stereo unspecified)	-2	12	-1	1	3
14	O=C(NCCSc1ccc(Br)cc1)c1ccccc1	0	6	18	0	-10
15	S=c1[nH]nc(-c2ccco2)n1/N=C/c1ccc(Br)s1	18	4	45	-1	11
16	O=C(Cc1ccccc1)Nc1ccccc1C(=O)Nc1ccc(C(=O)O)cc1	-2	2	2	-1	-7
17	COc1ccc(C2/C=C\CN(C(=O)C3CCCC3)CC(=O)N2Cc2ccc(F)cc2)cc1 (stereo unspecified)	14	5	36	1	5
18	COc1ccc(NC(=O)N2CCCC2C(=O)Nc2ccc(C)cc2C)cc1 (stereo unspecified)	-1	4	10	1	-6
19	COc1ccc(-c2nnn(CC(=O)NCCc3ccc(OC)c(OC)c3)n2)cc1	7	-5	-5	-5	8
20	CC(C)(C)Cc1nnc(NC(=O)c2ccc([N+](=O)[O-])cc2)s1	16	9	2	3	-8
21	O=C(N[C@H]1C/C=C\C[C@H](CC(=O)N(CCO)Cc2ccccc2)C(=O)NC[C@H](c2ccccc2)OC1=O)OCC1c2ccccc2-c2ccccc21	18	3	2	-2	10
22	C=CCOC(=O)C1=C[C@@H](c2ccccc2)[C@H](CCCO)[C@@H](OCC)O1	9	0	10	-1	-32
23	CC(=O)Nc1ccc(S(=O)(=O)N2CCN=C2SCc2cccnc2)cc1	-8	-13	2	0	-12
24	O=C(CC1C(=O)NCCN1Cc1ccc(-c2ccccc2)cc1)NCCOc1cccnc1 (stereo unspecified)	-10	9	22	3	-1

entry	CHOP UPR activ	Mdm2-MdmX inh	EBI2 block	APJ ag
13	0.8	17	-5	1
14	0.6	-25	23	-2
15	-1.8	24	5	-4
16	0.3	-26	1	-1
17	1.0	-12	3	7
18	0.8	0	-3	-2
19	1.7	11	1	-2
20	2.8	-53	-2	-1
21	-0.6	5	0	-2
22	-1.8	18	5	-4
23	-0.3	21	-4	-1
24	1.2	16	-5	5

Carrying on.
entry	Structure	CCR6 antagonist	CXCR6 inh	tim23-1 inh	UPR XBP1 act	APJ antagonist
25	CN(CC(=O)Nc1ccc(Cl)c(S(=O)(=O)N2CCOCC2)c1)C(=O)c1cccs1	7	2	-7	-4	-4
26	Cc1ccc(-c2nc3cc(C)ccc3o2)cc1	-5	6	12	-13	-18
27	Cc1ccc(C(=O)COC(=O)c2cc(Cl)nc3ccccc23)cc1C	1	13	9	3	-1
28	COC(CNC(=O)c1ccc2nc3ccccc3c(=O)n2c1)OC	17	-5	-4	-1	11
29	Cc1nc(N2CCCCC2)sc1C(=O)c1ccc(SCCO)c([N+](=O)[O-])c1	16	8	29	-1	17
30	Cc1cc(NC(=O)CSc2nnc(CNC(=O)c3cccc(C(F)(F)F)c3)o2)no1	-17	-10	6	-1	-8
31	CCn1ccc(C(=O)NC2CCCC2)n1	-6	-4	3	1	1
32	CN(CCOc1ccccc1)CCOc1ccccc1	15	4	9	-1	0
33	Cc1ccc(SCCNC(=O)c2ccc(C)c([N+](=O)[O-])c2)cc1	19	8	20	1	18
34	CCOc1cc(/C=C(\C#N)C(=O)NCc2cccnc2)ccc1O	18	6	28	2	13
35	CC1(C)NC(=O)N(CC(O)Cn2nnc3ccccc32)C1=O (stereo unspecified)	-10	5	3	-3	5
36	O=C(c1ccco1)N1CCN(C(c2ccc(F)cc2)c2nnnn2Cc2cccs2)CC1 (stereo unspecified)	4	10	16	1	-10

entry	CHOP UPR activ	Mdm2-MdmX inh	EBI2 block	APJ ag
25	1.3	6	1	-4
26	-8.5	-94	7	-5
27	-1.7	12	10	-2
28	-0.2	19	5	1
29	0.3	-18	11	-5
30	-0.9	11	-4	-3
31	0.1	-14	-7	-4
32	1.2	-7	-3	-4
33	-0.1	21	14	-5
34	-0.8	-18	-1	-5
35	-1.9	13	7	6
36	1.0	-21	-11	4

Given in transposed form: entries from further up.
#36 O=C(c1ccco1)N1CCN(C(c2ccc(F)cc2)c2nnnn2Cc2cccs2)CC1 (stereo unspecified)
#31 CCn1ccc(C(=O)NC2CCCC2)n1
#25 CN(CC(=O)Nc1ccc(Cl)c(S(=O)(=O)N2CCOCC2)c1)C(=O)c1cccs1
#30 Cc1cc(NC(=O)CSc2nnc(CNC(=O)c3cccc(C(F)(F)F)c3)o2)no1
#35 CC1(C)NC(=O)N(CC(O)Cn2nnc3ccccc32)C1=O (stereo unspecified)

Screen / compound no. | 36 | 31 | 25 | 30 | 35
CCR6 antagonist | 4 | -6 | 7 | -17 | -10
CXCR6 inh | 10 | -4 | 2 | -10 | 5
tim23-1 inh | 16 | 3 | -7 | 6 | 3
UPR XBP1 act | 1 | 1 | -4 | -1 | -3
APJ antagonist | -10 | 1 | -4 | -8 | 5
CHOP UPR activ | 1.0 | 0.1 | 1.3 | -0.9 | -1.9
Mdm2-MdmX inh | -21 | -14 | 6 | 11 | 13
EBI2 block | -11 | -7 | 1 | -4 | 7
APJ ag | 4 | -4 | -4 | -3 | 6

(continued)
entry	Structure	CCR6 antagonist	CXCR6 inh	tim23-1 inh	UPR XBP1 act	APJ antagonist
37	CCCCn1c(=O)c(CC(C)=O)nc2ccccc21	12	5	19	1	27
38	COc1ccc(Nc2ccc(S(=O)(=O)N3CCCCC3)cc2[N+](=O)[O-])cc1Cl	18	3	20	0	4
39	Cn1c(Cc2ccccc2)nnc1SCC(=O)Nc1ccc(N2CCOCC2)cc1	4	2	1	2	-5
40	O=S1(=O)NC(=NCc2ccccc2)c2ccccc21	-2	4	13	-2	-10
41	O/N=C/c1ccc(OCc2ccccc2)c(Cl)c1	12	-10	38	1	9
42	CC(C)(C)N(Cc1ccccc1)C(=O)c1ccncc1	13	6	14	-5	6
43	CCOC(=O)Cn1cc(C=O)c2ccccc21	-4	-3	2	-1	16
44	CC(C)c1ccc(NC(=O)C2CCCN(S(=O)(=O)c3cnc[nH]3)C2)cc1 (stereo unspecified)	9	-4	-3	-5	-2
45	CC(=O)Nc1ccc(NC(=O)C2CCC(CNS(=O)(=O)c3cccc4nsnc34)CC2)cc1 (stereo unspecified)	13	-11	-4	2	14
46	Cc1ccc(S(=O)(=O)N/N=C/c2c(C)nn(-c3ccccc3)c2C)cc1	0	-2	27	1	11
47	C#CCOCCOCCOCCNc1nc(N2CCN(C(=O)CCCCCCCCCCNC(=O)Cn3cc(C[C@@H](C)O)nn3)CC2)nc(N2CCN(C(=O)CCCCCCCCCCNC(=O)[C@H](CCCCN)n3cc(C[C@@H](C)CC)nn3)CC2)n1	-26	-8	54*	5	4
48	O=C(NN=C1CCCC1)c1ccccc1[N+](=O)[O-]	-7	-1	-3	-1	-11
49	CC1CCCCN1C(=O)CSc1nnc(-c2c[nH]c3ccccc23)o1 (stereo unspecified)	4	-4	34	-1	20
50	COC(=O)c1[nH]c2cccc(Cl)c2c1NC(=O)CN(C)C1CCCCC1	11	4	29	1	30
51	CCc1ccc(CNC(=O)CCn2nc(C)c3c(C)n(-c4ccccc4)nc3c2=O)cc1	20	2	3	-3	19

entry	CHOP UPR activ	Mdm2-MdmX inh	EBI2 block	APJ ag
37	-1.4	21	-13	-3
38	1.0	27	8	0
39	-0.3	-15	-4	-4
40	-0.5	-2	-3	-6
41	3.6	-161	-12	3
42	-0.5	7	5	-4
43	-0.8	-7	-6	-3
44	0.3	-4	-11	7
45	-0.5	-3	-4	-2
46	-0.1	-20	0	0
47	0.5	93*	-7	-5
48	0.5	15	1	-4
49	3.6	-10	-2	1
50	-1.1	23	-9	3
51	-0.2	16	1	0

Part of the list above, with tabs.
nr	SMILES	CCR6 antagonist	CXCR6 inh	tim23-1 inh	UPR XBP1 act	APJ antagonist	CHOP UPR activ	Mdm2-MdmX inh	EBI2 block	APJ ag
39	Cn1c(Cc2ccccc2)nnc1SCC(=O)Nc1ccc(N2CCOCC2)cc1	4	2	1	2	-5	-0.3	-15	-4	-4
40	O=S1(=O)NC(=NCc2ccccc2)c2ccccc21	-2	4	13	-2	-10	-0.5	-2	-3	-6

Bioassay records (PubChem)

A portion of the library. The share of hits here may be higher or lower than overall.
